# CHX counter: Cycloheximide Counterscreen for Small Molecule Inhibitors of Shiga Toxin. cell reporter, cycloheximide protein synthesis inhibition counterscreen. max response, %. 300,000 tested, 12% active; in the data active = max response mostly above about 13%, no sharp cut-off; inactive = mostly below about 14%; also: read at 38.3 µM for the half of the compounds with a filed dose; 0% is about no effect
# Pf growth 96h: Primary qHTS for delayed death inhibitors of the malarial parasite plastid, 96 hour incubation; P. falciparum luciferase reporter growth, 96 h; Potency, µM (highest dose often 28.7 µM), for the others: top-dose activity change, negative = inhibition, hits mostly inhibitors; 320,000 tested, 6.9% active; AID 504834, 2011; also: potency is read from the fitted curve at half-maximal effect; % is scaled to controls: 0 for no effect and ±100 for the full control effect
#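 Parasite growth measured via integrated firefly luciferase reporter in P. falciparum. Infected erythrocytes at 2% hematocrit, 0.05% parasitemia final were treated 96 hours at 37 C under 5% CO2, and luminescence was read.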
# FBPA Giardia inh: qHTS Assay for Inhibitors of Fructose-1,6-bisphosphate Aldolase from Giardia Lamblia. A8B2U2. purified Giardia FBPA. Potency, µM (titrated, usually from 59.6 µM), inactives show at the top dose activity, negative = inhibition, actives largely listed as inhibitors. 290,000 tested, 0.71% active. AID 2451, 2010; also: potency is read from the fitted curve at half-maximal effect; % is scaled to controls: 0 for no effect and ±100 for the full control effect; nearly all actives have a fitted effect of over 55% in size
# Target sequence (A8B2U2 whole entry, looked up): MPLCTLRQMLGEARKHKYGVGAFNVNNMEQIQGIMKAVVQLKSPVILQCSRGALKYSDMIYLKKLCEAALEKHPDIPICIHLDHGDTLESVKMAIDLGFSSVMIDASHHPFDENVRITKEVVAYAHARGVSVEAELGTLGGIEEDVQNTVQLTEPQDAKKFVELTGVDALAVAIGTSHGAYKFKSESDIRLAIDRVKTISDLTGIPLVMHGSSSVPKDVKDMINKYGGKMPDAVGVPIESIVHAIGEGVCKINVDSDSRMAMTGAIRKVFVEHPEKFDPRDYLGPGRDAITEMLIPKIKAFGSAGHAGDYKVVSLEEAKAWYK
#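 Giardia FBPA (40 nM reagent) was preincubated 10 min at RT with compound (up to 57.5 uM final), then substrate plus GAPDH/TPI/NAD/arsenate coupling system with diaphorase/resazurin was added; resorufin fluorescence (525/598 nm) was read after 20 min.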
# HCV inh: qHTS Assay for Inhibitors of Hepatitis C Virus (HCV); 340,000 tested, 3.4% active; Huh7.5.1 HCVcc-Cre infection, luciferase reporter, 44 h; Potency, µM (titrated, usually from 41.8 µM), for the others: at the top dose activity change, negative = inhibition, actives largely listed as inhibitors; also: potency is read from the fitted curve at half-maximal effect; % is scaled to controls: 0 for no effect and ±100 for the full control effect
#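 Cells seeded at 1,000/well and cultured 4 h, then compounds added followed by HCVcc-Cre virus (~0.5 moi). After 44 h further culture, luciferase substrate was added, plates held 15 min at room temperature, and luminescence read for 15 sec.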
# Shiga toxin inh: A qHTS for Small Molecule Inhibitors of Shiga Toxin. 290,000 tested, 9.2% active. inhibition, % at 38.7 µM. AID 2315, 2010. Vero cells, Shiga toxin protein synthesis inhibition reporter; in the data active = inhibition mostly above about 28%, no sharp cut-off; inactive = mostly below about 43%; also: 0% is about no effect
# Pf growth 48h: Primary qHTS for delayed death inhibitors of the malarial parasite plastid, 48 hour incubation | P. falciparum luciferase growth in erythrocytes, 48 h | Potency, µM (series often up to 28.7 µM), for the others: at the highest dose activity change, negative = inhibition, usual class: inhibitors | 310,000 tested, 5.9% active | AID 504832, 2011; also: potency is read from the fitted curve at half-maximal effect; % is scaled to controls: 0 for no effect and ±100 for the full control effect
#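 Here the parasites carry a stable luciferase gene and grow inside erythrocytes in Albumax-based RPMI medium with compound for one erythrocytic cycle. Activity is scored as loss of luminescent signal.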
# Starred values were filed as active, the others as inactive; i = inactive; ? = inconclusive; . = not tested or not shown; & = joins results of further samples; [ ] = remark or other dose. Unless noted, calls follow the shape of the dose curve; as a rule, active = well fitted curve in the direction sought with a large enough effect; inconclusive = small, poorly fitted or top-dose-only effect, or another doubt; inactive = no such curve, though single readings can be large; an effect the other way counts as inactive or inconclusive. Not a hit list; 24% or so of the library scored in one or more.
SMILES,CHX counter,Pf growth 96h,FBPA Giardia inh,HCV inh,Shiga toxin inh,Pf growth 48h
O=C1CC(c2ccc3c(c2)OCO3)c2ccc(O)cc2O1 (stereo unspecified),-4.7,.,10.8%[89.2 µM],.,i,.
O=C(NS(=O)(=O)Nc1ccc(Br)cn1)c1c[nH]c2ccccc12,-2.9,18.3%,4.3%,12.6%,-6.2,29.8%
Cc1c(C(=O)NC2CCCC2)oc2ccccc12,.,0.5%,.,-10.7%,.,21.0%
CC1Sc2n(c3ccccc3[n+]2C)N=C1c1ccccc1 (stereo unspecified),-7.7,-102.1%,3.4%,-17.4%,-13.6,0.928µM*
Cc1ccc(NC(=O)C2CCN(S(C)(=O)=O)CC2)cc1C,2.7,2.2%,0.8%,17.2%,22.5,.
Cc1nc2c3cnn(-c4ccccc4)c3ncn2n1,21.2*,?,2.1%,-9.3%,34.3*,?
Cc1cccc(NC(=S)N(CCCN(C)C)Cc2cc3cc4c(cc3[nH]c2=O)OCO4)c1,-1.4,-7.3%,0.2%,?,-7.0,?
COc1ccc(N/N=C/c2c(O)n(-c3cccc(C)c3)c(=O)[nH]c2=O)cc1,18.4*,11.5%,-24.7%,-5.1%,48.1,18.6%
O=C(CCS(=O)(=O)c1ccc(Br)cc1)Nc1ccc(Br)cc1F,-2.8,-4.1%,1.0%,-1.4%,-8.3,6.5%
O=C(c1cccc(S(=O)(=O)N2CCOCC2)c1)N1CCC(Cc2ccccc2)CC1,.,?,.,?,.,?
CCOCC(=O)Nc1ccc(S(=O)(=O)NCCc2ccccc2)cc1,-3.2,-12.4%,4.6%,?,-4.6,-4.3%
CCOc1ccc(NC2=NC(C(=O)NCc3ccccc3)CC(=O)N2)cc1 (stereo unspecified),-2.4,?,0.3%,9.1%,12.9,31.4%[activator]
O=C(Nc1ccc(Cl)cc1)C(Cl)C(=O)c1ccccc1 (stereo unspecified),18.8*,-23.6%,-2.4%,2.6%,53.0,21.9%
COc1ccc(N/C(=N/c2nc(C)cc(C)n2)NC(=O)c2ccccc2)cc1,-1.5,-13.2%,4.0%,2.3%,4.4,23.8%
CCOc1ccc(CCNC(=O)COC(=O)c2nn(C)c(=O)c3ccccc23)cc1OCC,.,41.0%[activator],.,3.2%,.,2.94µM*
Cc1ccc(NC(=O)/C=C\C(=O)NCC(=O)O)cc1,-3.5,26.1%,-9.2%,15.3%,-18.4,6.7%
Cc1ccc(/C(O)=C2\C(=O)C(=O)N(c3cc(C)on3)C2c2cccc(Cl)c2)cc1 (stereo unspecified),-2.4,68.0%[activator],15.4%,14.6%,16.7,9.0%
CCOc1cc(C)nc(N2CCN(C3CCCCC3)CC2)n1,9.3,31.6%[activator],-1.4%,?,11.3,-11.4%
COCCCNC(=O)c1ccc(CS(=O)(=O)c2cccc(C(F)(F)F)c2)o1,-5.1,-7.6%,10.1%,14.9%,-3.6,2.3%[0.00184 µM]
O=C(CSc1ncn(-c2ccccc2)n1)Nc1nncs1,-0.6,32.9%[1.15 µM],2.3%,14.9%,-8.9,13.7%
O=C(COC(=O)c1ccccc1Cl)NC(=O)NCc1ccccc1,8.4,-29.3%,9.2%,0.6%,-16.0,10.4%
O=C(COC(=O)c1ccc2c(=O)n3c(nc2c1)CCC3)Nc1ccc(OC(F)F)cc1,-2.3,22.6%,1.1%,10.7%,-2.9,15.2%
O=C(O)c1cc2c(ccc3ccccc32)oc1=O,-4.5,0.2%,10.1%,.,-12.6,.
CCOC(=O)C1=C(c2ccccc2)NC(=O)NC1c1cc(OCC)c(O)c([N+](=O)[O-])c1 (stereo unspecified),-1.2,-18.3%,-4.8%,3.1%,-6.1,-11.1%

# Single records (already shown). Values in the order: CHX counter | Pf growth 96h | FBPA Giardia inh | HCV inh | Shiga toxin inh | Pf growth 48h
# `CCOC(=O)C1=C(c2ccccc2)NC(=O)NC1c1cc(OCC)c(O)c([N+](=O)[O-])c1` (stereo unspecified) is listed with -1.2 | -18.3% | -4.8% | 3.1% | -6.1 | -11.1%
# `O=C(Nc1ccc(Cl)cc1)C(Cl)C(=O)c1ccccc1` (stereo unspecified) is listed with 18.8* | -23.6% | -2.4% | 2.6% | 53.0 | 21.9%
# `O=C(CSc1ncn(-c2ccccc2)n1)Nc1nncs1` is listed with -0.6 | 32.9%[1.15 µM] | 2.3% | 14.9% | -8.9 | 13.7%
# `O=C(COC(=O)c1ccc2c(=O)n3c(nc2c1)CCC3)Nc1ccc(OC(F)F)cc1` is listed with -2.3 | 22.6% | 1.1% | 10.7% | -2.9 | 15.2%
# `CCOc1cc(C)nc(N2CCN(C3CCCCC3)CC2)n1` is listed with 9.3 | 31.6%[activator] | -1.4% | ? | 11.3 | -11.4%

# More compounds follow:
SMILES,CHX counter,Pf growth 96h,FBPA Giardia inh,HCV inh,Shiga toxin inh,Pf growth 48h
O=C(NCc1cc(C(F)(F)F)cc(C(F)(F)F)c1)C1CC(c2cccc([N+](=O)[O-])c2)=NO1 (stereo unspecified),4.4,?,-0.9%,-2.2%,-6.1,-1.6%
O=C(OCc1nc2ccccc2s1)c1cc2ccccc2oc1=O,34.0*,144.1%[activator],0.1%,12.9%,39.5*,121.8%[activator]
O=C(O)Cc1sc(-c2ccccc2)nc1-c1ccccc1,-3.1,19.8%,17.0%,7.9%,-9.2,-3.9%
Cc1ccc(CNc2cc(-c3nn4c(C)nnc4s3)ccc2C)s1,8.3,?,3.8%,?,13.3,11.7µM*
COc1cc2c(cc1OC)CN(C(=O)C1CCN(S(=O)(=O)c3ccccc3F)CC1)CC2,-9.7,?,8.7%,-10.1%,-3.8,-19.1%
O=c1c2ccccc2n2c(-c3ccc(F)cc3)nnc2n1Cc1ccccc1,4.7,3.6%,-1.3%,16.5%,-3.9,-10.2%
CC(C)c1ccc(/C=c2\sc3nc(-c4ccncc4)nn3c2=O)cc1,7.8,4.15µM*,9.7%,7.5%,27.7,0.3%
CC(C)C[C@H](NC(=O)c1[nH]cnc1C(=O)Nc1ccc(CNC(=O)OC(C)(C)C)cc1)C(=O)OC(C)(C)C,-1.1,6.57µM*,-25.3%,?,-4.6,8.28µM*
O=c1c(C=NCCCn2ccnc2)c(-c2ccccc2)[nH]n1-c1nc2ccccc2s1,-2.4,.,2.9%,-11.6%&-3.1%,2.3,10.4µM*
CCN(CC)C(=O)Oc1ccc(NC(=O)N2CCOCC2)cc1,-2.8,?,-0.6%,4.4%,-3.0,33.4%[activator]
CC(=O)Nc1ccc(S(=O)(=O)NC(CC(=O)N2CCC3(CC2)OCCO3)C(C)C)cc1 (stereo unspecified),-3.5,38.4%[activator],9.8%,13.9%,-7.9,2.5%
COCCNC(=O)c1cn(C)c2ccc(S(=O)(=O)N(C)C3CCCCC3)cc2c1=O,10.0,?,10.6%,-0.3%,-3.8,.
NC(=O)c1ccc(NC(=O)COC(=O)C2CC(=O)N(Cc3ccccc3)C2)cc1 (stereo unspecified),0.7,-8.8%,1.2%,6.1%,-3.7,-6.0%
Cc1cccc(-n2c(C)cc(/C=N\NC(=O)c3cccs3)c2C)c1,56.1*,9.3%,-18.4%,?,85.9*,5.22µM*
COc1ccc(N(C(=O)c2snc(C(N)=O)c2N)C(C(=O)NCC2CCCO2)c2ccc(C)o2)cc1OC (stereo unspecified),-2.7,45.4%,-19.0%,?,-6.1,8.28µM*
CCO[C@@H]1OC(C(=O)N2CCN(Cc3ccc4c(c3)OCO4)CC2)=C[C@H](C2CCCCC2)[C@H]1CCCO,1.0,0.928µM*,-19.3%,?,-8.7,?
O=S(=O)(Nc1cccnc1)c1cccc(C(F)(F)F)c1,6.8,18.5%,8.4%,0.7%,-3.7,-24.5%
CCN1CCN(Cc2ccc(NC(=O)c3cc(NC(=O)c4nccnc4N)cc(OC)c3)cc2C(F)(F)F)CC1,9.0,1.47µM*,-0.1%,-19.8%[8.37 µM],14.8,1.65µM*
CCCC(CCC)C(=O)NC1CCN(Cc2ccccc2)CC1,-0.9,?,-6.9%,-0.8%,-16.6,3.3%
COc1ccc(C2/C(=C(/O)c3ccc(OC(C)C)cc3)C(=O)C(=O)N2CCCN2CCOCC2)cc1 (stereo unspecified),-3.4,-9.7%,6.4%,-8.7%[0.335 µM],9.5,-7.1%
Cc1ccc(-n2cc(C(=O)c3ccc(F)cc3)nn2)cc1Cl,36.5*,290.1%[activator],-0.1%,?,74.9*,90.8%[activator]
c1ccc(-c2nc(CSc3nnc(-c4cccs4)o3)cs2)cc1,-1.2,?,-6.9%,-6.9%&20.5%,-6.7,31.2%[activator]
Cc1ccc(Cl)cc1N1CCN(S(=O)(=O)c2c(C)[nH]c(=O)[nH]c2=O)CC1,-5.6,-26.3%,12.1%,25.0%,-4.7,24.0%
CN1CCCC(C#CC(O)(c2ccccc2)c2ccccc2)C1 (stereo unspecified),-1.0,26.6%,-0.5%,17.1%,2.7,?

# A second format for some results above.
# The line under a structure holds: CHX counter, Pf growth 96h, FBPA Giardia inh, HCV inh, Shiga toxin inh, Pf growth 48h
c1ccc(-c2nc(CSc3nnc(-c4cccs4)o3)cs2)cc1
→ -1.2, ?, -6.9%, -6.9%&20.5%, -6.7, 31.2%[activator]
Cc1ccc(Cl)cc1N1CCN(S(=O)(=O)c2c(C)[nH]c(=O)[nH]c2=O)CC1
→ -5.6, -26.3%, 12.1%, 25.0%, -4.7, 24.0%

# Next results
SMILES,CHX counter,Pf growth 96h,FBPA Giardia inh,HCV inh,Shiga toxin inh,Pf growth 48h
O=C(NCCOc1ccccc1)c1n[nH]c(=O)c2ccccc12,11.6,2.6%,10.6%,18.9%,16.8,16.9%
O=C(O)c1ccccc1C(=O)Nc1n[nH]c(=S)s1,-3.0,-10.4%,9.98µM*,10.1%,-6.1,2.7%
Cc1c(NC(=S)NC(=O)CSc2ccc(Cl)cc2)cccc1C(=O)O,7.8,?,-10.4%,4.2%,12.8,27.2%
CSc1nnc(Cn2c(=O)sc3ccccc32)n1-c1ccccc1,-2.5,5.5%,1.4%,-12.0%,18.8,.
CC(=O)N1CCc2cc(S(=O)(=O)CCC(=O)N3CCC(C)CC3)ccc21,-4.4,-2.8%,4.9%,1.2%,-3.3,-8.7%
Cc1cc(=O)oc2c(C)c(OCC(=O)NCCc3ccc(S(N)(=O)=O)cc3)ccc12,-1.9,0.0%,-3.3%,-7.1%,-5.8,17.2%
Cc1nc(C(=O)NNC(=O)c2cccc(Cl)c2)c(C(F)(F)F)o1,-1.2,?,?,2.3%,-3.1,12.9%
CC(=O)NS(=O)(=O)c1ccc(N=c2ssc3c2-c2cc(C)ccc2NC3(C)C)cc1,-4.9,?,13.2%,?,-6.8,-18.6%
O=[N+]([O-])c1ccc(S(=O)(=O)N/N=C/c2ccco2)cc1,-4.4,-5.3%,0.5%,16.4%,-25.9,5.0%
O=C(NC1CCCCC1)C(c1ccccn1)N(C(=O)c1csnn1)C1CCCCC1 (stereo unspecified),-2.3,24.8%,2.2%,0.1%,20.1,-17.6%
CCN1CCN(c2ccc(S(=O)(=O)N3CCCCC3)cc2NC(=O)COc2ccc(Cl)c(C)c2)CC1,0.8,?,.,11.2µM*,-4.3,4.65µM*
CCOc1cc(C(=O)N(CC)CC(=O)Nc2c(F)cccc2F)ccc1OCC(=O)N1CCOCC1,.,8.1%,.,8.7%,.,-12.2%
CCN(CC)S(=O)(=O)c1ccc(C)c(NC(=O)COC(=O)[C@@H]2CCCN2C(=O)c2cccs2)c1,1.4,3.4%,1.5%,-15.4%,-8.4,-2.5%
CCCN(CC(=O)Nc1cc(Cl)ccc1Cl)C(=O)c1ccccc1SCC(=O)N1CCCC1,.,-27.6%,.,11.5%,.,?
